High-throughput results from PubChem BioAssay.
PAD4 inh: blocks human protein arginine deiminase 4. inhibition, % at 6.36 µM. AID 485272. recombinant PAD4, RCA probe fluorescence polarization. Q9UM07. 330,000 compounds, 0.41% hits;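 active means percent inhibition above a cutoff equal to the mean of all tested compounds plus 3 SD, cut at about 15% in these data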;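 further: 0% = PAD4 with RCA probe and DMSO and 100% = probe without PAD4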
pPAFAH inh: inhibitors of human plasma PAF acetylhydrolase (pPAFAH). 330,000 compounds, 1.5% hits. recombinant pPAFAH, FP-rhodamine probe fluorescence polarization. AID 463082. inhibition, % at 3.39 µM. Q13093;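 active means inhibition above the mean inhibition across the screen plus 3 SD, cut at about 25% in these data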;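 further: inhibitors block binding of the rhodamine activity-based probe so polarization drops; 0% = enzyme with DMSO and 100% = wells lacking pPAFAH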
PREPL inhibitor: inhibits the human prolyl oligopeptidase-like enzyme; inhibition, % at 5.96 µM; 320,000 compounds, 0.68% hits; recombinant PREPL, fluorescence polarization activity-based probe; in the data active means inhibition above about 43%;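 further: 0% = enzyme with DMSO and 100% = wells lacking enzyme; many of its hits are not listed in these tables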
LYPLA2 counter: LYPLA2 (human) inhibition in PME1 counter-screen. inhibition, % at 5.9 µM. recombinant LYPLA2, FP-Rh probe fluorescence polarization. 320,000 compounds, 0.38% hits. AID 2177. O95372;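 active means inhibition above the screen-wide mean plus 3 SD, limit set per campaign, cut at about 26% in these data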;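 further: 0% = LYPLA2 with DMSO and 100% = wells lacking LYPLA2 enzyme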
Target sequence (O95372 whole entry, looked up): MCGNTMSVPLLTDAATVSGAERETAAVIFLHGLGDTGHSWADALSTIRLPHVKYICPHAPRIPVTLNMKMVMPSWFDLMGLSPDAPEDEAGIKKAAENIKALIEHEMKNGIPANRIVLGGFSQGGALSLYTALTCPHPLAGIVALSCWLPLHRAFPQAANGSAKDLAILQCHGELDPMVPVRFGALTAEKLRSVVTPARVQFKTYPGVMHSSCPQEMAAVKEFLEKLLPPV
PME-1 primary: PME-1 (human) inhibition; recombinant PME-1, FP-Rh probe fluorescence polarization; inhibition, % at 5.9 µM; 320,000 compounds, 0.53% hits;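 active means inhibition above the campaign mean of all compounds plus 3 SD, cut at about 26% in these data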;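 further: competitive labeling of PME-1 active site by serine hydrolase directed probe; 0% = PME-1 with DMSO and 100% = wells lacking PME-1 enzyme; inhibitors block probe labeling so polarization falls and inhibition rises; many of its hits are not listed in these tables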
LYPLA1 counter: LYPLA1 (human) inhibition in PME1 counter-screen; O75608; recombinant LYPLA1, FP-Rh probe fluorescence polarization; inhibition, % at 5.9 µM; 320,000 compounds, 0.16% hits;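 active means inhibition above the mean of all tested compounds plus 3 SD, set per campaign, cut at about 14% in these data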;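 further: inhibitors block serine hydrolase probe labeling of LYPLA1 so polarization falls; 0% = enzyme with DMSO and 100% = wells lacking LYPLA1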
Target sequence (O75608 whole entry, looked up): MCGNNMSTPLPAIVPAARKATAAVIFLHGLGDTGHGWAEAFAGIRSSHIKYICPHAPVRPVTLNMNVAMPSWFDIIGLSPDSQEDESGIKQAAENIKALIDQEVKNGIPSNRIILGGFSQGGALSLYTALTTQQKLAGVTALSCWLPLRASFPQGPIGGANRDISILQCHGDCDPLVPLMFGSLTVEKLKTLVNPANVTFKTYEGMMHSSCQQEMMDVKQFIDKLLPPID
PAFAH1B3 FP inh: inhibitors of human PAFAH1B3; Q15102; recombinant PAFAH1B3, FP-rhodamine probe, fluorescence polarization; inhibition, % at 3.39 µM; 340,000 compounds, 0.28% hits; AID 492972;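 active means inhibition above the screen-wide average of all tested compounds plus 3 SD, cut at about 25% in these data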;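 further: 0% = enzyme with DMSO only and 100% = wells lacking PAFAH1B3 protein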
PAFAH1B2 inh: blocks human PAF acetylhydrolase 1b catalytic subunit 2. recombinant PAFAH1B2, FP-rhodamine activity probe, fluorescence polarization. inhibition, % at 3.39 µM. 340,000 compounds, 1.2% hits. P68402. AID 492953;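 active means inhibition above the mean of all tested compounds plus 3 SD, cut at about 24% in these data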;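 further: 0% = enzyme with DMSO and 100% = wells lacking PAFAH1B2; many of its hits are not listed in these tables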
Target sequence (P68402 whole entry, looked up): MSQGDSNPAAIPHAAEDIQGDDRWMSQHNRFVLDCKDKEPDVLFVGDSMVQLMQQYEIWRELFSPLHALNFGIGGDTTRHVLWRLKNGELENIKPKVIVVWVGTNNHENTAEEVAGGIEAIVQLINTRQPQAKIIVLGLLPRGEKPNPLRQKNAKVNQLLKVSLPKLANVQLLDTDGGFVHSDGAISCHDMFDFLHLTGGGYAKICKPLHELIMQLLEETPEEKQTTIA
GSTO1 counter: counter-screen for RBBP9 inhibitors: inhibitors of human GSTO1; P78417; recombinant GSTO1, activity-based probe fluorescence polarization; inhibition, % at 5.96 µM; 300,000 compounds, 1.1% hits; AID 1974;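 active means inhibition above the campaign mean inhibition plus 3 SD, cut at about 35% in these data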;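 further: 0% = GSTO1-1 with DMSO and 100% = wells lacking GSTO1-1 enzyme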
Target sequence (P78417 whole entry, looked up): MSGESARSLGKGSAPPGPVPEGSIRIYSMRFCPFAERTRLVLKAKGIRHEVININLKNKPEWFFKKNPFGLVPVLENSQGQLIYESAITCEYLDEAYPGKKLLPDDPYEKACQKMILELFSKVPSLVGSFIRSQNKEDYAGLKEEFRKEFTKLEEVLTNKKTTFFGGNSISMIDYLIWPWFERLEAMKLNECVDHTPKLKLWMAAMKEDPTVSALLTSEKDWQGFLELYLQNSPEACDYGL
Numbers without * were called inactive; . = not tested or not shown. A portion of the library; the hit share may differ from the screen's.

SMILES	PAD4 inh	pPAFAH inh	PREPL inhibitor	LYPLA2 counter	PME-1 primary	LYPLA1 counter	PAFAH1B3 FP inh	PAFAH1B2 inh	GSTO1 counter
CC(C(=O)Nc1ccc(S(=O)(=O)N2CCCC2)cc1)N(C)CC(=O)Nc1cccc(F)c1 (stereo unspecified)	-6	0	4	.	.	.	-6	4	.
Cc1onc(-c2c(Cl)cccc2Cl)c1C(=O)NC(=S)N1CCOCC1	-4	3	13	6	0	-1	4	-1	-2
O=S(=O)(NCC(O)c1ccccc1)c1ccc(-c2ccccn2)s1 (stereo unspecified)	-3	0	-37	5	1	1	6	6	7
Cc1ccc(CO/N=C\Cc2snc(Sc3ncc(C(F)(F)F)cc3Cl)c2C#N)cc1	-5	3	-8	-2	-3	-2	6	8	-4
CCOC(=O)Cc1nc(-c2ccc(Cl)cc2)n[nH]1	-1	4	-2	9	-2	1	1	-1	3
Cc1cc(C(=O)CSc2nnnn2C)c(C)n1CCc1ccc(Cl)cc1	-1	5	-1	-1	-4	-2	-5	3	2
COc1ccc2c(-c3cccnc3)cc(=O)[nH]c2c1	3	1	-2	8	5	2	5	-1	-2
C=CCn1c(Cc2cccs2)nnc1SCC(=O)NC1CC1	-2	0	2	1	1	-4	-1	2	-2
CC(C)(CO)NS(=O)(=O)c1ccc2c(c1)Cc1cc(S(=O)(=O)NC(C)(C)CO)ccc1-2	2	3	2	3	3	1	1	6	-11
Cc1c(C(=O)NCc2ccc(S(N)(=O)=O)cc2)oc2ccc(Cl)cc12	-1	0	16	2	-5	-1	.	.	5
Cc1ccc(-c2nn(C)c(=O)c3ccccc23)cc1CNC(=O)NC1CCCCC1	-3	4	9	-1	-4	-2	1	8	-4
CC(CCc1ccco1)NC(=O)Cn1ncc2c(=O)oc3ccccc3c21 (stereo unspecified)	-6	-7	8	-7	2	1	2	0	-3
CCn1c(C)nc2cc(C(=O)NNC(=S)Nc3ccccc3Cl)ccc21	-1	7	0	-2	-1	-5	7	0	-2
CN(C(=O)COC(=O)C1CCN(S(=O)(=O)c2c(Cl)cccc2Cl)CC1)C1CCCCC1	-4	10	-5	-3	2	-2	-4	-2	8
CC(C)CNC(=O)C(=O)Nc1ccc2c(c1)N(S(=O)(=O)c1cccs1)CCC2	1	2	-16	-10	-1	-2	2	3	-10
O=C(c1cccc(S(=O)(=O)N2CCCCCC2)c1)N1CCN(c2ccccc2)CC1	1	4	16	13	6	0	6	3	-3
Cc1ccsc1C(=O)Nc1ccc(C(=O)O)cc1	-1	-2	-1	3	0	-1	-4	0	5
COc1ccc(C(NC(=O)c2ccco2)c2ccc(OC)c(OC)c2)cc1OC	0	0	14	4	-3	1	6	-7	1
COc1cc(OC)c(C(=O)OCC(=O)Nc2ccccc2Cl)cc1OC	1	4	8	-2	1	1	1	-1	3
CC1=NN(C(=O)c2nn(C)cc2Br)C(O)(C(F)(F)F)C1 (stereo unspecified)	4	3	-4	2	-1	2	3	3	0
O=C(COc1ccc(Br)cc1)NCCCN1CCCC1=O	-1	2	2	-4	-5	-2	7	3	.
COc1ccc2c(c1OC)C(=O)OC2Nc1nc(-c2cc3cc(Br)ccc3oc2=O)cs1 (stereo unspecified)	-2	7	8	4	-5	1	3	6	-3
CCCn1c(SC(C)C(=O)NC2CC2)nnc1-c1ccncc1 (stereo unspecified)	-2	1	-2	-3	2	-2	1	-4	.
O=C(CN1C(=O)NC2(CCCc3ccccc32)C1=O)N1CCc2ccccc2C1 (stereo unspecified)	0	5	8	7	1	3	3	-2	1
CCCCNC(=O)c1cc2nc(-c3ccccc3)cc(C(F)(F)F)n2n1	-4	4	-12	5	-6	2	9	1	-2

Shown with values under each structure: 2 of the compounds above
Values run as follows: PAD4 inh	pPAFAH inh	PREPL inhibitor	LYPLA2 counter	PME-1 primary	LYPLA1 counter	PAFAH1B3 FP inh	PAFAH1B2 inh	GSTO1 counter
- Cc1c(C(=O)NCc2ccc(S(N)(=O)=O)cc2)oc2ccc(Cl)cc12
  -1	0	16	2	-5	-1	.	.	5
- CN(C(=O)COC(=O)C1CCN(S(=O)(=O)c2c(Cl)cccc2Cl)CC1)C1CCCCC1
  -4	10	-5	-3	2	-2	-4	-2	8

The list continues.
SMILES	PAD4 inh	pPAFAH inh	PREPL inhibitor	LYPLA2 counter	PME-1 primary	LYPLA1 counter	PAFAH1B3 FP inh	PAFAH1B2 inh	GSTO1 counter
COc1cccc(NC(=O)N2CCN(S(C)(=O)=O)CC2)c1	-9	0	-4	0	-12	-2	11	9	-3
C[n+]1cccc2c(Br)ccc([O-])c21	6	7	12	4	-1	1	14	2	41*
CCN1CCN(CCCNC(=O)c2ccccc2NC(=O)C2=C(C)OCCS2)CC1	-5	8	-1	4	-3	0	3	-2	0
O=C(N/N=C/c1ccccn1)c1ccc2nc[nH]c2c1	2	-5	-7	5	2	4	.	.	6
COc1ccc(-c2cc(C)no2)cc1S(=O)(=O)N1CCOc2ccc(Cl)cc21	-2	2	3	-9	-9	-5	-11	-11	-10
Cc1cccc(N(CC(=O)NC2CCCC2)C(=O)CS(=O)CC(=O)Nc2ccc3c(c2)OCO3)c1C (stereo unspecified)	-7	0	34	9	1	1	12	15	-1
CC(=O)N1CCN(c2ccc(NC(=O)c3ccc(C(C)(C)C)cc3)cc2)CC1	-2	13	9	1	2	1	2	3	0
O=C(NCCN1C(=O)S/C(=C\c2ccc(Cl)c(Cl)c2)C1=O)c1cnccn1	0	1	22	0	3	0	12	3	1
O=C(CC(=O)Nc1cc(Cl)ccc1Cl)Nc1cc(Cl)ccc1Cl	-4	6	-1	-10	-5	-7	10	3	-1
Cc1nc(N2CCOCC2)sc1C(=O)NN	-6	4	15	-2	5	4	1	1	11
O=C(COC(=O)c1ccc(Cl)nc1)Nc1ccc2c(c1)OCO2	3	1	26	5	0	0	-1	-1	4
O=C(Nc1cccc(Br)c1)c1cc2ccccc2o1	-5	-8	-2	-13	-14	-16	-2	-7	-17
Nc1c(C(=O)c2ccc(Br)cc2)oc2ccccc12	-1	4	16	-3	-1	-3	8	3	-5
Cc1ccc(C)c(NC(=S)NCCN(C2CCCCC2)C2CCCC2)c1	0	3	11	-2	-2	1	7	-1	10
C[C@H]1C=C(C(=O)NCc2ccccc2)O[C@@H](OCc2ccc(CO)cc2)C1	2	-1	-56	-5	3	-5	1	-2	-2
Cc1ccccc1-n1cc[nH]c1=S	-3	4	11	-6	10	-3	0	4	2
O=C(NCCCN1CCOCC1)C(=O)NCCc1ccccc1	0	4	6	8	3	-6	10	7	6
COc1ccc(C2C(C#N)=C(SCC(=O)Nc3ccc(C)cc3)NC3=C2C(=O)CC(C)(C)C3)cc1 (stereo unspecified)	-4	3	17	-8	-3	-3	-6	-4	2
COC(=O)c1ccc(/C=N/OCC(=O)NC2CCCC(C)C2C)cc1 (stereo unspecified)	0	7	-2	4	4	1	4	5	-2
CC[N+](C)(C)Cc1ccccc1Br	-4	-3	8	-5	0	-3	8	1	-1
CSCCC(NS(=O)(=O)c1ccccc1)C(=O)OCc1nc2ccsc2c(=O)[nH]1 (stereo unspecified)	-2	3	5	-3	-5	-3	1	8	8
CSc1ccccc1NC(=O)CN1CCN(Cc2ccccc2)CC1	1	1	1	0	-9	-4	5	4	11
CC1CC1C(=O)N(C)CC(=O)Nc1cccc(F)c1 (stereo unspecified)	2	2	-6	3	-4	0	3	3	-22
CCC(C(=O)NC1CCCC1)N(Cc1ccco1)C(=O)CNS(=O)(=O)c1ccccc1 (stereo unspecified)	-5	2	-5	3	-1	2	6	3	-5
CC(Sc1nnnn1C)C(=O)Nc1nc(-c2ccc(F)c(F)c2)cs1 (stereo unspecified)	-3	4	-30	-1	-6	-1	2	3	.

Grouped by structure, the compounds so far containing a CF3 group
SMILES	PAD4 inh	pPAFAH inh	PREPL inhibitor	LYPLA2 counter	PME-1 primary	LYPLA1 counter	PAFAH1B3 FP inh	PAFAH1B2 inh	GSTO1 counter
Cc1ccc(CO/N=C\Cc2snc(Sc3ncc(C(F)(F)F)cc3Cl)c2C#N)cc1	-5	3	-8	-2	-3	-2	6	8	-4
CC1=NN(C(=O)c2nn(C)cc2Br)C(O)(C(F)(F)F)C1 (stereo unspecified)	4	3	-4	2	-1	2	3	3	0
CCCCNC(=O)c1cc2nc(-c3ccccc3)cc(C(F)(F)F)n2n1	-4	4	-12	5	-6	2	9	1	-2

Later entries:
SMILES	PAD4 inh	pPAFAH inh	PREPL inhibitor	LYPLA2 counter	PME-1 primary	LYPLA1 counter	PAFAH1B3 FP inh	PAFAH1B2 inh	GSTO1 counter
C[C@@]12C(=O)N(c3ccc(Br)cc3)C(=O)N1[C@@H]1c3ccccc3OC[C@@H]1[C@H]2c1ccccc1	-1	1	-16	.	.	.	-3	-1	.
O=C(CCc1nnc2ccc(N3CCC4(CC3)OCCO4)nn12)Nc1cc(F)ccc1F	-7	4	-2	0	0	-1	4	2	-1
CCn1cc(CN2CCCC(C(=O)Nc3cccc(-n4cccn4)c3)C2)c(C)n1 (stereo unspecified)	2	3	0	3	0	-1	4	-1	-7
COC(=O)c1cnn2c(C(F)(F)F)cc(-c3ccc(F)cc3)nc12	-2	1	0	1	-1	1	1	4	-1
CC1CCCCN1CCNC(=O)CN1C(=O)CSc2ccc(S(=O)(=O)N3CCCCC3)cc21 (stereo unspecified)	-3	5	7	1	7	-1	2	-1	0
CCOc1ccc(NC(=O)C(=O)N/N=C/c2cccnc2)cc1	0	4	10	-3	1	0	7	5	0
COc1ccc(/C=N/NC(=O)C(=O)N2CCN(c3ccccc3OC)CC2)cc1	1	4	4	1	0	1	3	1	-3
CCOC(=O)CNc1nc(Cl)nc(N2CCCCC2)n1	2	4	-4	0	3	-5	2	0	-1
O=C(Nc1ccc(N2CCOCC2)cc1)Nc1ccc(Cl)c(Cl)c1	-6	19	37	5	28*	-7	5	2	1
O=C(N/N=C/c1cc2c(cc1Cl)OCO2)c1ccncc1	-1	1	0	3	1	-1	-8	4	4
CC(=O)Nc1cc(OC(C)=O)c2nonc2c1OC(C)=O	83*	18	56*	95*	63*	81*	68*	34*	89*
COc1ccc(-n2c(=O)c3ccccc3n(Cc3ccc(F)cc3)c2=O)cc1OC	-1	-3	-11	-1	-6	-2	0	-1	4

PME-1 primary: entries above that show a hit
smiles | PAD4 inh | pPAFAH inh | PREPL inhibitor | PME-1 primary | PAFAH1B3 FP inh | PAFAH1B2 inh
O=C(Nc1ccc(N2CCOCC2)cc1)Nc1ccc(Cl)c(Cl)c1 | -6 | 19 | 37 | 28* | 5 | 2
CC(=O)Nc1cc(OC(C)=O)c2nonc2c1OC(C)=O | 83* | 18 | 56* | 63* | 68* | 34*
